MBD2 inh: inhibitors of human MBD2 binding to methylated oligonucleotide; Q9UBB5; TR-FRET; inhibition, % at 4.4 µM; 0.31% of 370,000 active; in the data active means inhibition above about 13%
ssDAF-12 act: activates DAF-12 receptor from parasite S. stercoralis. HEK293 ssDAF-12/GRIP1 lit1-tk-luc reporter, luminescence; % of 3 µM dafachronic acid response. 1% of 370,000 active. activation, % at 6.8 µM;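 active means activation above the mean over all tested compounds plus 3 SD, cut at about 0.9% in these data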;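 further: 0% = DMSO-only wells and 100% = 3 µM delta7-dafachronic acid wells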
DAX1 inh-1: inhibitors of DAX1 repression of SF-1 activated StAR promoter; AID 652010; 1.1% of 370,000 active; inhibition, % at 6.8 µM; HEK293T StAR-luciferase reporter, SF-1/DAX-1 repression relief;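 active means inhibition above the mean over all tested compounds plus 3 SD, cut at about 3.6% in these data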;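 further: 0% = DAX-1 cells with DMSO and 100% = cells lacking DAX-1 with DMSO; higher inhibition means more luminescence from relief of DAX-1 repression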
DAX1 inh-2: NR0B1 (DAX1) inhibition; inhibition, % at 6.75 µM; 0.99% of 340,000 active; HEK293 Gal4-DAX1 luciferase reporter, luminescence; P51843; AID 504766;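 active means inhibition above the mean over all tested compounds plus 3 SD, cut at about 4.2% in these data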;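 further: 0% = DAX1-transfected cells with DMSO and 100% = empty-vector control cells with DMSO; inhibition shows as a rise in luminescence from relieved DAX1 repression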
ADAM17 inh: inhibitors of human ADAM17; P78536; recombinant ADAM17, EDANS/DABCYL FRET peptide cleavage; inhibition, % at 6.95 µM; 0.83% of 370,000 active; AID 720648;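 active means inhibition above the mean of compounds lying between control limits plus 3 SD, set per campaign, cut at about 8.5% in these data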;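 further: 0% = DMSO-only wells as the low control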
Rev-erbA mod: modulates human Rev-erb alpha binding to DNA | AID 1259318 | activity, % at 10 µM | P20393 | Rev-erbα–FITC-DNA binding, fluorescence polarization, 90 min | 0.79% of 370,000 active;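 active means activity above about 14%, limit read from the data; passing the limit was not always enough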;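 further: 0% = DMSO wells with 35 nM protein and 100% = DMSO wells with 750 nM protein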
PLCg1 inh: inhibitors of human phospholipase C gamma1; P19174; purified PLC-gamma1, fluorogenic substrate, fluorescence; inhibition, % at 12.2 µM; 0.84% of 370,000 active; AID 720700; in the data active means inhibition above about 9.5%
Target sequence (P19174 whole entry, looked up): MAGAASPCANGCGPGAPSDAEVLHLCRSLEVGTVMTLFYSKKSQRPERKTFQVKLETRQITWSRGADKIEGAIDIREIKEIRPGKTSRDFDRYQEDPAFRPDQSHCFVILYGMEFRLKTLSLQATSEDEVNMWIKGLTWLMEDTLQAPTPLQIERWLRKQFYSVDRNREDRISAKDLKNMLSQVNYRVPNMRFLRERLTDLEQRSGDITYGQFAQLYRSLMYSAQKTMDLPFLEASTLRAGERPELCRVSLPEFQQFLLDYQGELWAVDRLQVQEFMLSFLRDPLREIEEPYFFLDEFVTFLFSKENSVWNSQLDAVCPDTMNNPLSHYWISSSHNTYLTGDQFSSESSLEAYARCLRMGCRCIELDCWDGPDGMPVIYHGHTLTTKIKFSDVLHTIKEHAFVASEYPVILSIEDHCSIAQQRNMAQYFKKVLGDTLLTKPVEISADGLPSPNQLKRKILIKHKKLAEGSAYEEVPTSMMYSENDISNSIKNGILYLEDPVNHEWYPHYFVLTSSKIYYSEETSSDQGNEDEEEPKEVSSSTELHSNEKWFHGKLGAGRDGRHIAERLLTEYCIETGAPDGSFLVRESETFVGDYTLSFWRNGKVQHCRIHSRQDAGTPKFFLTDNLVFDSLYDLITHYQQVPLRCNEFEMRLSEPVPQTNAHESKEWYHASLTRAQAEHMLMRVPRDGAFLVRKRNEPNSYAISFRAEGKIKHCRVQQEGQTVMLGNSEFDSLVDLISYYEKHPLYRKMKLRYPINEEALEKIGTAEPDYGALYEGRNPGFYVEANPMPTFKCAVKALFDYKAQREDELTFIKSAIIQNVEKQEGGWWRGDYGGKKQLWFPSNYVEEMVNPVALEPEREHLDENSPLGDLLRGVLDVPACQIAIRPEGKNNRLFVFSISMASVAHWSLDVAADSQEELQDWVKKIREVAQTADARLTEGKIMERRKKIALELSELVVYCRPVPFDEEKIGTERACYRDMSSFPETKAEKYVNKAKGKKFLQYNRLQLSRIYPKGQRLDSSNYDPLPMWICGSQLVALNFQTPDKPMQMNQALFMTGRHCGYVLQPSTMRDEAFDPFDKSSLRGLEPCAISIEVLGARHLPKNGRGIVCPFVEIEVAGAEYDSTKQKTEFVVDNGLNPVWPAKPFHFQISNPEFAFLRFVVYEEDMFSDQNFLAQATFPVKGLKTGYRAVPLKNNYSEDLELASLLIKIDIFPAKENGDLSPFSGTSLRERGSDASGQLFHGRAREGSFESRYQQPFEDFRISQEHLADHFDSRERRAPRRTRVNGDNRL
PLCb3 inh: blocks human PLC-beta3 enzyme activity | 0.18% of 370,000 active | inhibition, % at 12.2 µM | Q01970 | Purified PLC-beta3, fluorogenic substrate, fluorescence; in the data active means inhibition above about 11%;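 further: 0% = median of compound wells on plate and 100% = full blocker control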
SMARCA2 act: increases SMARCA2 function in MMTV reporter cells. MG213 cells, MMTV-luciferase reporter, dexamethasone, overnight. activation, % at 9.1 µM. 1% of 370,000 active. AID 652017; in the data active means activation above about 7.8%;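 further: 0% = vehicle wells and 100% = reference activator wells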
hgDAF12 agonist: activates the H. glycines DAF-12 receptor ligand-binding domain. 1.8% of 370,000 active. activation, % at 6.8 µM. HEK293 GAL4-hgDAF12 UAS-luciferase reporter, agonist luminescence; normalized to butyrate control;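 active means activation above a cutoff set at the mean of all screened compounds plus 3 SD, cut at about 10% in these data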;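 further: 0% = DMSO wells and 100% = sodium butyrate wells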
hcDAF-12 act: activates DAF-12 receptor from parasite H. contortus; HEK293 hcDAF-12 lit1-tk-luc reporter, luminescence; 0% DMSO, 100% Δ7-dafachronic acid; activation, % at 6.8 µM; 1.4% of 370,000 active;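 active means activation above the mean of all tested compounds plus 3 SD, cut at about 5.5% in these data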;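 further: 100% = response to 3 µM Δ7-dafachronic acid high control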
* = called active by the depositor; / = no result given.

SMILES	MBD2 inh	ssDAF-12 act	DAX1 inh-1	DAX1 inh-2	ADAM17 inh	Rev-erbA mod	PLCg1 inh	PLCb3 inh	SMARCA2 act	hgDAF12 agonist	hcDAF-12 act
CC(=C/c1ccccc1)/C=N/n1cnnc1	-4.8	-1.4	0.5	0.9	1.0	1.2	8.2	3.8	-1.3	-1.0	-1.1
c1ccc2c(c1)OCCOCCOCCOCCOc1ccccc1OCCOCCOCCO2	1.2	-1.0	-1.1	-1.0	-0.9	-5.5	0.3	1.0	-1.3	-0.4	-0.2
CCNC(=O)C1(C)CCN(Cc2ccccc2-c2ccccc2)C1 (centres undefined)	-3.7	-1.4	0.1	/	1.6	-2.6	-0.7	0.2	-1.8	2.3	-0.8
CC(=O)c1ccc(NC(=O)CSc2nnc(C3CC3)n2C2CC2)cc1	-2.0	-0.8	0.5	-0.1	-3.8	0.8	2.0	3.2	0.6	-1.9	-1.0
COc1ccc(NC(=O)N2CCN(CCC#N)CC2)cc1	-2.5	-1.2	-0.1	-0.6	-0.4	-5.8	2.5	3.1	1.6	-1.9	-0.5
CC(C)(C)n1nnnc1C(c1ccc2ncccc2c1)N1CCSCC1 (centres undefined)	-10.5	-0.7	0.2	1.4	1.2	0.7	1.9	4.0	0.4	1.3	2.0
O=C(NC(=O)c1ccccc1)C1=C(N2CCCC2)COC1=O	-1.0	-0.1	1.2	1.9	-0.4	0.2	0.8	2.2	7.3	9.5	2.1
Cc1cccc(N2C(=S)NC3c4cc(Cl)ccc4OC2(C)C3C(=O)N(C)C)c1 (centres undefined)	5.4	-1.0	-0.9	0.1	-3.3	3.2	0.8	-6.4	-2.1	-2.2	0.1
Cc1ccc(/C=C2\SC(=S)N(CCC(=O)NCCCN3CCOCC3)C2=O)cc1	-4.8	-1.0	1.3	2.8	2.3	-4.8	1.0	-4.0	-0.7	0.8	-0.6
O=C(O)C(Oc1ccc2c(-c3ccccc3)cc(=O)oc2c1)c1ccccc1 (centres undefined)	-3.3	-0.6	0.0	0.3	-8.7	1.6	-24.0	-35.8	-2.2	2.6	-0.1
COc1ccccc1NS(=O)(=O)c1cc(Cl)ccc1OC	1.3	-0.9	0.8	0.2	3.0	4.6	0.6	3.2	1.4	-1.0	-1.7
Cc1c(C(=O)Oc2cccc3cccnc23)cccc1[N+](=O)[O-]	-3.8	-0.2	0.4	0.2	-4.8	4.0	0.8	2.2	-0.6	0.0	-0.9
CCOC(=O)N1CCN(C(=O)C2CCN(S(=O)(=O)c3ccc(Br)s3)CC2)CC1	-3.6	-1.5	-0.2	-0.8	1.9	2.9	1.0	1.7	-0.4	-2.2	-0.7
CCN(C(=O)CCN1C(=O)c2ccccc2S1(=O)=O)c1ccccc1	-0.6	-0.6	0.5	0.8	4.7	-8.9	5.4	-1.7	-4.2	-1.5	0.1
CCOC(=O)CSc1nn(C)c(=S)s1	-8.7	-1.4	0.3	-0.5	-1.9	-4.5	2.6	3.0	-0.5	-0.8	-2.4
O=C(CCC(=O)Nc1ccccc1Cl)NNC(=O)c1ccco1	2.9	-1.4	0.6	0.1	-4.0	-0.7	1.1	0.8	-1.2	0.3	-0.7
CC(C)OC(=O)C1C(=O)CC(C)(O)C(C(=O)OC(C)C)C1c1ccc([N+](=O)[O-])cc1 (centres undefined)	8.7	-1.8	0.0	-0.1	-2.8	6.8	-2.1	5.2	-1.8	-0.2	-0.6
O=C(Nc1cccc(F)c1)Nc1ccc2c(c1)OCO2	0.9	0.2	7.0*	3.1	10.1*	-4.5	2.0	-0.5	1.7	9.5	5.2
COc1cc(C)nc(N2CCC(C(=O)NC3CCCCC3)CC2)n1	1.6	-1.5	-0.1	0.1	-6.6	0.7	1.2	4.1	0.7	0.8	-0.1
O=Nc1c(-c2c(O)[nH]c3cc(Br)ccc23)[nH]c2ccccc12	-4.8	-0.4	-0.1	-0.2	2.5	-12.8	8.5	4.9	3.1	2.2	1.8

Nine entries from above, with values under each structure.
Fields: MBD2 inh | ssDAF-12 act | DAX1 inh-1 | DAX1 inh-2 | ADAM17 inh | Rev-erbA mod | PLCg1 inh | PLCb3 inh | SMARCA2 act | hgDAF12 agonist | hcDAF-12 act
Cc1c(C(=O)Oc2cccc3cccnc23)cccc1[N+](=O)[O-]
    -3.8 | -0.2 | 0.4 | 0.2 | -4.8 | 4.0 | 0.8 | 2.2 | -0.6 | 0.0 | -0.9
CCOC(=O)N1CCN(C(=O)C2CCN(S(=O)(=O)c3ccc(Br)s3)CC2)CC1
    -3.6 | -1.5 | -0.2 | -0.8 | 1.9 | 2.9 | 1.0 | 1.7 | -0.4 | -2.2 | -0.7
CCN(C(=O)CCN1C(=O)c2ccccc2S1(=O)=O)c1ccccc1
    -0.6 | -0.6 | 0.5 | 0.8 | 4.7 | -8.9 | 5.4 | -1.7 | -4.2 | -1.5 | 0.1
CCOC(=O)CSc1nn(C)c(=S)s1
    -8.7 | -1.4 | 0.3 | -0.5 | -1.9 | -4.5 | 2.6 | 3.0 | -0.5 | -0.8 | -2.4
O=C(CCC(=O)Nc1ccccc1Cl)NNC(=O)c1ccco1
    2.9 | -1.4 | 0.6 | 0.1 | -4.0 | -0.7 | 1.1 | 0.8 | -1.2 | 0.3 | -0.7
CC(C)OC(=O)C1C(=O)CC(C)(O)C(C(=O)OC(C)C)C1c1ccc([N+](=O)[O-])cc1 (centres undefined)
    8.7 | -1.8 | 0.0 | -0.1 | -2.8 | 6.8 | -2.1 | 5.2 | -1.8 | -0.2 | -0.6
O=C(Nc1cccc(F)c1)Nc1ccc2c(c1)OCO2
    0.9 | 0.2 | 7.0* | 3.1 | 10.1* | -4.5 | 2.0 | -0.5 | 1.7 | 9.5 | 5.2
COc1cc(C)nc(N2CCC(C(=O)NC3CCCCC3)CC2)n1
    1.6 | -1.5 | -0.1 | 0.1 | -6.6 | 0.7 | 1.2 | 4.1 | 0.7 | 0.8 | -0.1
O=Nc1c(-c2c(O)[nH]c3cc(Br)ccc23)[nH]c2ccccc12
    -4.8 | -0.4 | -0.1 | -0.2 | 2.5 | -12.8 | 8.5 | 4.9 | 3.1 | 2.2 | 1.8

Next section
SMILES	MBD2 inh	ssDAF-12 act	DAX1 inh-1	DAX1 inh-2	ADAM17 inh	Rev-erbA mod	PLCg1 inh	PLCb3 inh	SMARCA2 act	hgDAF12 agonist	hcDAF-12 act
COC(=O)c1ccc(=O)n(Cc2ccc3c(c2)OCO3)c1	5.2	-1.1	0.9	-1.2	-0.3	-0.3	-0.9	-1.3	1.1	-1.2	-0.4
O=C(Nc1cnc2ccccc2c1)N1CCOCC1	15.9*	0.1	1.1	1.7	-28.3	-0.5	-7.4	-17.0	7.2	8.6	4.6
CCCC/C=C/C(NC(=O)c1ccc(-c2ccccc2)cc1)c1ccccc1 (centres undefined)	6.1	-1.1	-0.1	-0.1	-5.5	4.0	-1.3	-0.1	0.3	-0.9	1.2
CCNC(=S)N(CCc1ccccc1C)Cc1cc2cc(OC)c(OC)cc2[nH]c1=O	-0.1	-1.0	-0.5	0.7	-12.0	-2.1	-3.4	-1.9	-3.6	0.7	0.1
O=C(CN1CCSc2ccccc21)NCCCc1ccccc1	3.4	-0.1	-2.2	-1.2	-10.2	-0.9	-7.3	-18.3	2.9	10.2	3.3
Cn1c(=O)c2cc(NC(=O)Cc3ccccc3F)ccc2n1Cc1ccc(Cl)cc1	-3.1	-1.6	0.2	/	-282.9	4.2	-222.8	-288.5	-1.6	1.8	-1.1
CC(=O)N1CCCN(Cc2cn(-c3cccc(C)c3)nc2-c2cccc(F)c2)CC1	-2.4	0.1	0.0	0.7	-3.6	7.2	1.6	-8.3	-3.8	-1.3	-2.6
CSc1cccc(NC(=S)N(Cc2ccccc2)Cc2ccccn2)c1	-4.1	-1.7	-0.8	0.5	1.2	1.5	-1.2	-3.9	-2.6	-2.5	-0.1
CC1(C(=O)N2CCN(c3ccccc3)CC2)CC1(Cl)Cl (centres undefined)	1.6	-1.6	-0.9	0.1	-6.7	0.2	-1.8	0.5	-4.2	-2.7	1.4
CC(C)NC(=O)c1onc(CSc2ccc(F)cc2)c1C(=O)O	-1.9	-0.6	0.7	1.6	1.0	4.1	0.7	-1.2	-0.9	0.3	-2.8
COc1ccccc1NC(=O)C1CCCN(c2cc(C)nc3ncnn23)C1 (centres undefined)	0.7	-0.8	-0.3	1.6	-1.9	1.1	3.9	2.5	0.6	-0.8	-0.8
CC12CCC(=O)N1C(C(=O)Nc1nc(-c3ccc(F)cc3)cs1)CS2 (centres undefined)	2.4	-0.5	-0.2	-0.4	-2.7	-4.8	-6.0	-11.1	-2.2	0.6	-1.7
Cc1cc(F)ccc1C(O)c1ncc(-c2ccccc2C(F)(F)F)[nH]1 (centres undefined)	2.1	-1.3	-1.0	/	0.3	-1.9	-1.6	-1.6	-2.8	-1.7	-0.7
Cn1c(SCC(=O)Nc2ccccc2F)nnc1-c1cc2ccccc2o1	5.3	-1.3	-0.4	0.8	-5.7	25.5*	-0.7	2.5	-0.7	1.2	-0.7
CN(C)c1cc(=O)n2c(n1)SCCC2	4.1	-1.1	0.7	-0.2	4.5	1.1	1.3	8.4	-2.2	0.6	-0.5
O=C(C1CCC1)N1CCN(c2ccc(C(F)(F)F)cc2[N+](=O)[O-])CC1	-7.8	-0.7	2.8	-0.7	-7.5	-1.7	-0.1	-6.8	-2.2	-1.5	0.1
COc1ccc(CN2CCc3ccc(NC(=O)c4ccncc4)cc3C2)c(F)c1	1.6	-0.8	-0.3	-0.6	1.7	-4.3	-1.6	-4.1	-3.2	-2.3	-0.3
CC(CCc1ccccc1)NC(=O)C1CCN(c2nnc(-n3cccc3)s2)CC1 (centres undefined)	5.9	-0.7	0.1	0.5	-3.4	-2.5	-0.8	-5.5	-2.6	7.5	0.0
CCN(CC)c1ccc(/C=C2\CCC(/C=N/NC(=O)c3ccc(=O)n(C)c3)=C2N2CCOCC2)cc1	-1.2	-0.7	-0.2	1.3	-3.0	-0.1	-52.5	-59.5	-1.5	7.1	-1.0
N#C/C(=C\c1ccc(O)c(O)c1)C(=O)NCCCc1ccccc1	-0.3	-1.3	1.1	-0.8	-0.1	-0.3	-11.8	-12.6	1.1	-2.5	-0.6
CCCOc1ccc(C(=O)NCC2OCCc3ccccc32)cc1OC (centres undefined)	1.2	-1.9	0.3	-0.3	-1.5	-4.0	0.4	0.9	-2.1	-2.6	-1.3
CSc1nsc(SC)c1C(N)=O	-9.6	-0.4	0.1	0.3	-0.4	-1.5	3.2	-4.0	-3.6	0.0	-0.3
O=S(=O)(c1cccc2cccnc12)N1CCc2ccccc21	2.0	-1.7	-0.3	-0.2	0.0	-0.3	1.4	0.0	2.5	0.7	-0.4
O=C(NCCOC(=O)c1ccc(C(=O)OCCNC(=O)c2ccccc2)o1)c1ccccc1	2.7	-1.6	0.0	0.5	-3.6	-3.2	-0.1	3.5	-0.3	-0.1	-1.2
CCN(c1ccccc1)S(=O)(=O)c1nnc(NC(=O)c2ccccc2OC)s1	2.1	-0.9	0.1	-0.6	-2.5	-5.0	-2.2	0.1	-3.2	0.0	2.7
CC(=O)Nc1ccc(/C=N/Nc2nncc3ccccc23)cc1	0.8	-0.4	1.4	5.0*	-0.2	3.4	2.9	0.0	3.5	9.2	2.6
COC(=O)c1ccc(-c2ccc(OC)c([C@H]3[C@H]4C=CC[C@@H](C)[C@@H]4C(=O)N3Cc3ccccc3)c2)cc1	2.2	-1.3	-0.4	0.9	2.3	-0.5	3.3	1.3	-0.5	-0.8	-0.2
CCCc1cc(=O)oc2c(C)c(OCC(=O)NCCCn3ccnc3)ccc12	-1.7	-0.9	-4.5	-0.2	-25.5	4.6	-2.0	-12.8	-1.2	1.1	-0.8

Assay outcomes (PubChem)
